# FH mod = Identification of activators of human fumarate hydratase by quantitative high-throughput screening; Fumarate hydratase, mitochondrial (Homo sapiens), P07954; FH coupled MDH/diaphorase resazurin fluorescence, 15 min; Potency, µM (highest dose often 79.9 µM), inactives show at the top dose activity change, negative = inhibition, most hits filed as inhibitors; 54,000 compounds, 0.22% hits; note: potency is the fitted concentration of half-maximal effect; % is set by controls: 0 for no effect and ±100 for the full control effect; the screen sought activators but most active calls are inhibition curves; nearly all actives have a fitted effect of over 45% in size
# p53null 39C kill = qHTS Screen for Compounds that Selectively Target Cancer Cells with p53 Mutations: Cytotoxicity of p53 Null Cells at the Nonpermissive Temperature; Potency, µM (top dose mostly 46.1 µM), inactives show at the top dose activity, negative = cell killing, most hits filed as cytotoxic; 55,000 compounds, 0.97% hits; H1299 p53-null (neo) cells, 39C, ATPlite viability, 24 h;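 note: potency is the fitted concentration of half-maximal effect; 0% = DMSO only and -100% = full killing by 100 µM tamoxifen; nearly all actives have a fitted effect of over 50% in size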
#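 Following overnight plating at 37C (600 cells/well), H1299-neo or H1299-p53A138V cells are dosed up to 46 uM. Incubation lasts 24 hr at 39C before ATP detection.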
# p53null 32C kill = qHTS Screen for Compounds that Selectively Target Cancer Cells with p53 Mutations: Cytotoxicity of p53 Null Cells at the Permissive Temperature. H1299-neo p53 null cells, ATP luminescence, 24 h, 32C. Potency, µM (doses to about 46.1 µM), inactives show top-dose activity change, negative = cytotoxicity, most hits filed as cytotoxic. 55,000 compounds, 0.62% hits. AID 903, 2007;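 note: potency is the fitted concentration of half-maximal effect; 0% = DMSO only and -100% = full killing by 100 µM tamoxifen; nearly all actives have a fitted effect of over 55% in size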
#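 Cytotoxicity: H1299-neo (no p53), 32C, 24 h treatment. Concentrations up to 46 uM. Readout cellular ATP, luminescence. Normalization to DMSO basal and tamoxifen 100 uM maximal kill.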
# TSG101-PTAP inh = qHTS Validation Assay for Inhibitors of HIV-1 Budding by Blocking the Interaction of PTAP/TSG101: Sytravon Library Screen; Fluorescence polarization, FITC-PTAP peptide/Tsg101, 20 min; Tumor susceptibility gene 101 protein (Homo sapiens), Q99816; Potency, µM (titrated, usually from 115 µM), for inactives: top-dose activity change, negative = inhibition, actives largely listed as inhibitors; AID 1347069, 2019; 44,000 tested, under 10 active; note: potency is the fitted concentration of half-maximal effect; 0% is about no effect
# Target sequence (Q99816 whole entry, looked up): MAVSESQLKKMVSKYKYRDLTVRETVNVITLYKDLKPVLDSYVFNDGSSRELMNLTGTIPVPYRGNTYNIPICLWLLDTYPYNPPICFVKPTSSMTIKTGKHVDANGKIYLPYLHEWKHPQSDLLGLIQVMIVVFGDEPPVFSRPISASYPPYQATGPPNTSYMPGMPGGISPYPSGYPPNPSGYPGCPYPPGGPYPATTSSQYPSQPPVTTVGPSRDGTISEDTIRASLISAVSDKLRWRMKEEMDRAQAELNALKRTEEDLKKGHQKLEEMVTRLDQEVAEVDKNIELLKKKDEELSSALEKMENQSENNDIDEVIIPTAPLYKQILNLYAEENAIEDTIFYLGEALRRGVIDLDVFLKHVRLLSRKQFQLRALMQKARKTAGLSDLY
#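 qHTS FP binding, 20 min r.t.: 10 uM Tsg101 domain + 50 nM FITC-PTAP peptide, pH 7.5 HEPES buffer with TCEP and EDTA.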
# GALK inhibitor = qHTS Assay for Inhibitors of Human Galactokinase (GALK): NCGC Sytravon Library Screen; recombinant GALK, Kinase-Glo ATP luminescence, 1 h; Potency, µM (highest dose often 57.5 µM), without a hit: top-dose activity, negative = inhibition, usual class: inhibitors; P51570; 44,000 tested, under 10 active;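 note: plate controls were full GALK reaction for no effect and reaction lacking GALK for full effect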
# Target sequence (P51570 whole entry, looked up): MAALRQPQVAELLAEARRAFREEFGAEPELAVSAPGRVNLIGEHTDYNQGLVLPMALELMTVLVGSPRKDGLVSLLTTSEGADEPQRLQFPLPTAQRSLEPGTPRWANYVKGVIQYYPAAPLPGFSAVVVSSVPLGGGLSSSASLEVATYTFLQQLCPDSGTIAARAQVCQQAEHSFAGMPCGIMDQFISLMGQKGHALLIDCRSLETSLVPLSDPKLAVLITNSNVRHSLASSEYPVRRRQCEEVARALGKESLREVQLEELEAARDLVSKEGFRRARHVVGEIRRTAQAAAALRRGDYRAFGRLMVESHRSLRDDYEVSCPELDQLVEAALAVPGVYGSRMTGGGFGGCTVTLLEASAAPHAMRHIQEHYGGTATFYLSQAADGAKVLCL
#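 Luminescent ATP-depletion readout (Kinase-Glo Plus) after 1 h room-temperature incubation of human GALK (5 nM) with galactose 100 µM and ATP 35 µM, pH 8.0 HEPES/Mg2+ buffer; compounds tested in qHTS format.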
# B2AR arrestin ag = qHTS assay of beta-arrestin-biased ligands of beta2-adrenergic receptor: NCGC Sytravon Library Screen. Beta-2 adrenergic receptor (Homo sapiens), P07550. AID 1347077, 2019. HTLA Tango cells, beta-arrestin recruitment, luciferase luminescence, 18 h. Potency, µM (titrated, usually from 46.1 µM), inactives show at the top dose activation, most hits filed as activators. 44,000 tested, under 10 active;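 note: potency is the fitted concentration of half-maximal effect; 0% = DMSO and full agonism = EC100 isoproterenol or metaproterenol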
#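 First, Tango cells carrying beta2-AR and beta-arrestin fusions received compound up to 46 microM. After 18 hr at 37 degrees C, luciferase substrate was added for 15 minutes, then luminescence gave %Activity for curve fitting.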
# NTMT1 inhibitor = Primary qHTS for Inhibitors of N-terminal methyltransferase 1 (NTMT1): MTaseGlo Assay; Potency, µM (titrated, usually from 114 µM), without a hit: at the highest dose activity change, negative = inhibition, usual class: inhibitors; 59,000 compounds, 2.5% hits; N-terminal Xaa-Pro-Lys N-methyltransferase 1 (Homo sapiens), Q9BV86; NTMT1 MTase-Glo SAH luminescence, purified enzyme; AID 1645870, 2021;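 note: potency is the fitted concentration of half-maximal effect; plate controls were DMSO vehicle for no effect and no enzyme for full effect; nearly all actives have a fitted effect of over 65% in size; many of its hits are not listed in these tables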
# Target sequence (Q9BV86 whole entry, looked up): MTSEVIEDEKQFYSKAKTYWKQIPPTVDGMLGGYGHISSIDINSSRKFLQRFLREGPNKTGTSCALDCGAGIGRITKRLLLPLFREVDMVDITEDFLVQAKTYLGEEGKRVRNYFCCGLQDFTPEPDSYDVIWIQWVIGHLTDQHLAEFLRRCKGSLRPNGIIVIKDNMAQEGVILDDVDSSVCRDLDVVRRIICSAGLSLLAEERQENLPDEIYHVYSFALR
# * hit, by the source's call; ? = inconclusive; · = not tested or not shown; [ ] = another dose, or the depositor's remark. Calls come from the whole dose curve; as a rule, active = well fitted curve in the direction sought with a large enough effect; inconclusive = small, poorly fitted or top-dose-only effect, or another doubt; inactive = no such curve, though single readings can be large; an effect the other way counts as inactive or inconclusive.
# Start of the data: the first 6 compounds (preview)
no.	mol	FH mod	p53null 39C kill	p53null 32C kill	TSG101-PTAP inh	GALK inhibitor	B2AR arrestin ag	NTMT1 inhibitor
1	CCOc1ccc(C(=O)c2cn(CC(=O)Nc3ccc(C)c(C)c3)c3ccc(OCC)cc3c2=O)cc1	-12%	-16%	-4%	2%	-1%	-1%	-4%
2	Cn1c(=O)cc(SCC(=O)NCc2ccc(F)cc2)c2cc(Cl)ccc21	-17%	6%	-2%	0%	8%	0%	1%
3	Cc1nc(SCC(=O)Nc2ccc(C)c(Cl)c2)cc(-c2ccccc2)n1	-23%	-12%	-4%	-5%	1%	-3%	36%[activator]
4	COc1cccc(-c2cn3c(n2)sc2cc(C(=O)NCc4ccccc4F)ccc23)c1	-5%	-24%	-20%	-2%	3%	1%	10%
5	COc1ccc(OC)c(CNC(=O)NCc2noc3ccc(C)cc23)c1	-36%	-3%	-2%	4%	4%	0%	9%
6	CCCCn1c(CCNC(=O)c2ccc(F)cc2)nc2ccccc21	-4%	-10%	19%	-4%	0%	1%	-6%

# Main list, from the start:
no.	mol	FH mod	p53null 39C kill	p53null 32C kill	TSG101-PTAP inh	GALK inhibitor	B2AR arrestin ag	NTMT1 inhibitor
1	CCOc1ccc(C(=O)c2cn(CC(=O)Nc3ccc(C)c(C)c3)c3ccc(OCC)cc3c2=O)cc1	-12%	-16%	-4%	2%	-1%	-1%	-4%
2	Cn1c(=O)cc(SCC(=O)NCc2ccc(F)cc2)c2cc(Cl)ccc21	-17%	6%	-2%	0%	8%	0%	1%
3	Cc1nc(SCC(=O)Nc2ccc(C)c(Cl)c2)cc(-c2ccccc2)n1	-23%	-12%	-4%	-5%	1%	-3%	36%[activator]
4	COc1cccc(-c2cn3c(n2)sc2cc(C(=O)NCc4ccccc4F)ccc23)c1	-5%	-24%	-20%	-2%	3%	1%	10%
5	COc1ccc(OC)c(CNC(=O)NCc2noc3ccc(C)cc23)c1	-36%	-3%	-2%	4%	4%	0%	9%
6	CCCCn1c(CCNC(=O)c2ccc(F)cc2)nc2ccccc21	-4%	-10%	19%	-4%	0%	1%	-6%
7	CCOC(=O)c1cc(C)n(CC2CCC(C(=O)Nc3ccc(OC)cc3)CC2)c1C (stereo unspecified)	·	20%	15%	1%	1%	1%	·
8	CCC(CC)C(=O)Nc1cccc(-c2nc3ncccn3c2C)c1	-14%	4%	0%	-8%	-1%	-1%	?

# Additional compounds follow.
no.	mol	FH mod	p53null 39C kill	p53null 32C kill	TSG101-PTAP inh	GALK inhibitor	B2AR arrestin ag	NTMT1 inhibitor
9	CCc1ccc2c(c1)c(=O)c(S(=O)(=O)c1ccccc1)cn2CC(=O)Nc1cc(C)ccc1C	-13%	-12%	-7%	-4%	6%	-1%	-4%
10	CCC(CC)c1nn2c(=O)cc(COc3ccc(NC(=O)c4ccc(Cl)cc4)cc3)nc2s1	2%	-15%	1%	-5%	0%	0%	?
11	O=S(=O)(Nc1cccc(F)c1)c1ccc2[nH]c3c(c2c1)CCCCC3	35µM*	16µM*	37%[activator]	0%	-4%	0%	-11%
12	Cc1ccccc1CN1CCc2nc(N3CCN(c4ccccn4)CC3)ncc2C1	-2%	-3%	2%	-4%	0%	0%	6%
13	CCOc1ccc(NC(=O)NC(C)c2c(-n3cccc3)sc3c2CCN(CC)C3)cc1 (stereo unspecified)	-7%	-5%	1%	-1%	4%	-1%	-3%
14	CCOc1ccccc1Nc1sc(C(=O)c2ccccc2)c(N)c1C(=O)NCCc1ccccc1	-37%	-6%	3%	-1%	4%	-3%	7%
15	COc1cc(CNC(=O)c2cnc3c(-c4cccc(C)c4)c(C)nn3c2C)cc(OC)c1OC	5%	4%	-4%	2%	5%	0%	-27%
16	COc1ccc(OC)c(NC(=O)CSc2nc(-c3ccccc3C)nc3cc(=O)[nH]n23)c1	·	-4%	7%	-5%	-3%	0%	·

# Following part:
no.	mol	FH mod	p53null 39C kill	p53null 32C kill	TSG101-PTAP inh	GALK inhibitor	B2AR arrestin ag	NTMT1 inhibitor
17	CC(C)OCCCn1c(=O)c2ccccc2n2c(-c3cc(Cl)ccc3O)nnc12	-11%	11%	-3%	-12%	-10%	0%	3%
18	O=C(NCc1ccccc1)NC1COc2ccccc2C1 (stereo unspecified)	-2%	10%	-3%	-8%	1%	1%	1%
19	Cc1ccc(CNC(=O)CN(c2cccc(C)c2C)S(=O)(=O)c2ccccc2)cc1	3%	7%	18%	-6%	0%	0%	-2%
20	CCc1nc2c(cnn2-c2ccc(Cl)cc2)c(=O)n1-c1ccc(OC)c(Cl)c1	-3%	-5%	2%	0%	8%	?	17%
21	O=C(Cn1ccc2cc(S(=O)(=O)N3CCCCC3)ccc21)NCc1ccccc1Cl	-20%	11%	20%	3%	-1%	3%	6%
22	CC(C)(C)OC(=O)N1CCC(c2c(C(=O)N3CCN(C(=O)c4ccco4)CC3)cnn2-c2ccc(Cl)cc2)CC1	-6%	-20%	-2%	-5%	0%	-1%	4%
23	CCOc1cccc(C2c3c(oc4ccccc4c3=O)C(=O)N2c2nc(C)c(C(=O)OC)s2)c1 (stereo unspecified)	7%	-3%	-3%	2%	0%	0%	8%
24	COc1ccc(-c2cc(C(F)(F)F)nc(SCC(=O)N(C)Cc3ccccc3)n2)cc1	-8%	8%	5%	0%	2%	0%	20%

# Additional structures.
no.	mol	FH mod	p53null 39C kill	p53null 32C kill	TSG101-PTAP inh	GALK inhibitor	B2AR arrestin ag	NTMT1 inhibitor
25	Cc1ccc2nc(-c3cccc(NC(=O)c4cccc5c(Cl)cccc45)c3)oc2c1	-4%	-8%	-3%[9.22 µM]	-5%	0%	0%	1%
26	O=C(CS(=O)(=O)c1cccc2nsnc12)N1CCN(c2cccc(C(F)(F)F)c2)CC1	-8%	16%	-4%	-2%	2%	-1%	7%
27	Cc1cccc(-c2nc3c4ccccc4nc(N4CCN(c5cccc(Cl)c5)CC4)n3n2)c1	3%	-8%	-9%	1%	10%	-1%	17%
28	Cc1ccc2onc(CNC(=O)N(C)Cc3ccccc3)c2c1	1%	-24%	-7%	-14%	5%	-1%	-5%
29	Cc1ccc(-n2nnnc2CNC(=O)C(C)(C)C)cc1C	-5%	0%	9%	2%	-1%	0%	6%
30	CC1CN(C(=O)N2CCC(C(=O)NCCC3=CCCCC3)CC2)c2cc(Cl)ccc2O1 (stereo unspecified)	3%	-9%	2%	1%	1%	-1%	12%
31	CCC(=O)Nc1ccc(C)cc1-c1nc2ccccc2n(CC(=O)c2ccc(C)cc2)c1=O	8%	-1%	-3%	1%	-11%	-2%	2%
32	CC(C)c1nn2c(=O)cc(COC(=O)c3ccc4c(c3)OCO4)nc2s1	7%	7%	-10%	-2%	1%	-1%	-4%

# The list continues:
no.	mol	FH mod	p53null 39C kill	p53null 32C kill	TSG101-PTAP inh	GALK inhibitor	B2AR arrestin ag	NTMT1 inhibitor
33	CCOc1ccc(CNS(=O)(=O)c2c(C(=O)N3CCC(C)CC3)c(C)n(C)c2C)cc1OC	-2%	-3%	3%	-1%	0%	0%	9%
34	Cc1ccc(C)c(NC(=O)Cn2c(=O)n(Cc3ccco3)c(=O)c3oc4ccccc4c32)c1	-6%	-1%	2%	2%	0%	1%	8%
35	Cc1ccc(NC(=O)c2ccc3c(O)c(S(=O)(=O)c4ccccc4)c(=O)[nH]c3c2)cc1Cl	?	-21%	-11%	-4%	?	0%	-2%
36	CCc1ccc(C(=O)c2cn(Cc3ccc(F)cc3)c3cc(OC)c(OC)cc3c2=O)cc1	-18%	-16%	-4%	-3%	9%	0%	-1%
37	O=C(Nc1cccc(-c2nc3ccccc3[nH]2)c1)c1c(F)cccc1F	-23%	4%	16%	-4%	-4%	0%	1%
38	CN(C)CCNC(=O)CCCN1C(=O)c2cccnc2Oc2ccc(Cl)cc21	-6%	-19%	-3%	-7%	-4%	0%	-2%
39	COc1ccc(N(CC(=O)Nc2ccc(C)c(C)c2)S(=O)(=O)c2ccc(C)cc2)cc1OC	-6%	-11%	-4%	-3%	0%	0%	0%
40	CCOC(=O)c1c(NC(=O)C2c3ccccc3Oc3ccccc32)sc(C)c1CC	-1%	4%	1%	-3%	0%	0%	-14%

# More entries follow.
# Order of values – FH mod	p53null 39C kill	p53null 32C kill	TSG101-PTAP inh	GALK inhibitor	B2AR arrestin ag	NTMT1 inhibitor
[41] CC(C)CCn1c(SCc2c(F)cccc2Cl)nc2ccsc2c1=O
 : 8%	-12%	-1%	0%	-2%	-3%	18%
[42] CCCCOC(=O)c1ccc(Nc2nnc(-n3nc(C)cc3C)c3ccccc23)cc1
 : ?	24%	2%	1%	-3%	1%	?
[43] O=C(CSc1nc(=O)[nH]c2c1CCC2)Nc1cc(C(F)(F)F)ccc1Cl
 : -4%	24%	-9%	-3%	2%	-1%	8%
[44] CN1C(=O)c2ccccc2Sc2ccc(NC(=O)NCc3ccc(Cl)cc3)cc21
 : -17%	18%	-4%	-4%	-2%	-2%	?
[45] COC(=O)c1cc(NC(=O)c2ccc(-c3ccc(Cl)cc3Cl)o2)cc(C(=O)OC)c1
 : -9%	-5%	1%	-3%	0%	0%	-1%
[46] Cc1nc(N2CCOCC2)c2c(C(=O)N3CCN(c4ccccc4)CC3)c(C)oc2n1
 : 0%	-9%	11%	0%	3%	0%	?
[47] CCOc1cc(C(=O)N(Cc2nc(-c3ccc(C)cc3)no2)C(C)C)cc(OCC)c1OCC
 : -11%	-5%	-6%	1%	-1%	-2%	8%
[48] CCc1ccc(S(=O)(=O)NCc2ccc3c(c2)CCN3C(=O)c2ccc(C)cc2)cc1
 : -3%	-12%	4%	-1%	0%	0%	21%
[49] CCc1c(CN2CCN(c3cccc(C)c3C)CC2)csc1C
 : 10%	-14%	-3%	0%	1%	0%	6%
[50] COc1ccc(N2CC(NC(=O)c3c(F)cccc3Cl)CC2=O)cc1OC (stereo unspecified)
 : 8%	9%	3%	-1%	3%	0%	-4%
[51] COc1ccc2c(C)c(CCC(=O)NCc3ccccc3OC)c(=O)oc2c1
 : ·	-5%	3%	-10%	1%	-1%	·
[52] Cc1ccc(CSc2ncc(Cl)c(C(=O)Oc3ccc(F)cc3)n2)cc1
 : -10%	-1%	-5%	0%	1%	-2%	18%
[53] COc1ccc(NC(=O)CSc2nc(O)c(C/C=C/c3ccccc3)c(=O)[nH]2)cc1
 : 2%	-8%	-3%	-2%	0%	1%	-2%

# Screens: PubChem, National Center for Advancing Translational Sciences (NCATS)

# Some of the compounds tested; the hit share may differ from the screen's.
